FXIa inh 1536: blocks human coagulation factor XIa protease activity; hit rate 0.14% among 220,000; inhibition, % at 5 µM; purified FXIa, Boc-Glu-Ala-Arg-AMC fluorogenic substrate; P03951;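 active = inhibition of at least 40%; inactive = inhibition below 40%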;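 also: fluorescence of freed AMC excited at 355 nm; 0% = enzyme without compound and 100% = no enzyme blank; many of its hits are not listed in these tables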
Cl transport mod: modulators of human KCC2 chloride dependent transport. hit rate 2.2% among 190,000. Q9H2X9. KCC2 cells, thallium flux FluoZin-2 fluorescence. AID 1456. B-score of Tl+ flux slope (higher = more flux/activation; lower = inhibition) at 10 µM;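 active = thallium flux slope and its plate-corrected score both differing from the plate sample mean at a set confidence after two filtering rounds, in either direction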;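 also: slope of fluorescence scaled to starting intensity during 10 to 20 s after thallium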
FXIIa inh: inhibitors of human coagulation factor XIIa | purified FXIIa, Boc-QGR-AMC fluorogenic substrate, 2 h | inhibition, % at 5 µM | hit rate 0.3% among 220,000; in the data active = inhibition above about 40%;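 also: 0% = enzyme with no compound and 100% = blank without enzyme; many of its hits are not listed in these tables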
Thrombin inh: blocks human thrombin protease activity | alpha-thrombin, Boc-VPR-AMC fluorogenic substrate cleavage | hit rate 0.26% among 220,000 | inhibition, % at 5 µM | P00734 | AID 1046;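 active = inhibition at or above 40%; inactive = inhibition below 40%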;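 also: 0% = enzyme with no compound and 100% = wells without enzyme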
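Material: human alpha-thrombin protein. Incubation: reaction at ambient temperature. Technique: fluorescence of released AMC, ex 355 nm, em 460 nm. Control set: no-compound enzyme wells and no-enzyme blanks. Also added: Boc-VPR-AMC substrate, 15 µM final. Buffer or medium: pH 7.5 Tris (50 mM) with NaCl 150 mM, Tween 20 0.05%.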
Furin inhibitor: blocks human furin protease activity. hit rate 0.061% among 220,000. AID 463115. purified furin, fluorogenic substrate cleavage. P09958. inhibition, % at 30 µM; in the data active = inhibition above about 25%; also: inactives centre near -15
Target sequence (P09958 108-714 limits assumed): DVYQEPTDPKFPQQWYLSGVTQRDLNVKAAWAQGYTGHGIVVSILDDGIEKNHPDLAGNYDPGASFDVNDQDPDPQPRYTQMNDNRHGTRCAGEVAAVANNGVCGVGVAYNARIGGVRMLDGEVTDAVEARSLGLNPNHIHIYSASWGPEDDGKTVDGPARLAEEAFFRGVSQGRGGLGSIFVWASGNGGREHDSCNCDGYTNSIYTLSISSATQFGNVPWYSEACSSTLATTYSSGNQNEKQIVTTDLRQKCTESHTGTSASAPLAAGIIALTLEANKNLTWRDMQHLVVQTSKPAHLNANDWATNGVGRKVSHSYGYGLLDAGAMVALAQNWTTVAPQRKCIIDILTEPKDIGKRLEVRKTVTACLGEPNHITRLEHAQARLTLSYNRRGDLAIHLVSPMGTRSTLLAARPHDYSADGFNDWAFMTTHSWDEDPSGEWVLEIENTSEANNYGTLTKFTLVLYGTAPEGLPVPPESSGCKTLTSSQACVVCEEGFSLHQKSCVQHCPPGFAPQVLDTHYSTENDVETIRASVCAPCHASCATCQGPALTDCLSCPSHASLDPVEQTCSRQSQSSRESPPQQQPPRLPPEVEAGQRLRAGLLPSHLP
hK5 inh: inhibitors of human kallikrein 5 | recombinant hK5, fluorogenic AMC substrate cleavage | inhibition, % at 5 µM | hit rate 0.59% among 210,000;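 active = inhibition of 40% or more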;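 also: 0% = enzyme controls without compound and 100% = no-enzyme blanks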
Target sequence (Q9Y337 67-293 limits assumed): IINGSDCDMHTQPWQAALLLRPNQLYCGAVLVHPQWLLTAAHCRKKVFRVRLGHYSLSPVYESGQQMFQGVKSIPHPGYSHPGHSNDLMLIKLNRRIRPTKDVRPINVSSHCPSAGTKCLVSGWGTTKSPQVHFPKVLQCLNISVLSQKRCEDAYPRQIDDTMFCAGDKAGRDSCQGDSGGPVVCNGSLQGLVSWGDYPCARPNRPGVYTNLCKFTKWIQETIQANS
Wee1 stabilizer: blocks degradation of human Wee1 kinase. AID 1321. P30291. hit rate 1.2% among 220,000. reporter increase, % at 5 µM. HeLa Luc-Wee1K328M stability, luciferase luminescence; 100% = proteasome inhibitor MG132 effect;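 active = activation above the mean of all tested compounds plus 3 SD, set per screening run, cut at about 8.8% in these data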;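 also: cells exposed to compound for 20 h before luminescence read; 0% = DMSO alone and 100% = MG132 at 30 µM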
PERK inh: blocks human PERK kinase. Q9NZJ5. CHO PERK-DD fusion, SEAP luminescence translation reporter. inhibition, % at 5.6 µM. hit rate 0.17% among 220,000;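 active = inhibition above the mean inhibition of all tested compounds plus 3 SD, set separately per screening campaign, cut at about 2.9% in these data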;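 also: PERK kinase domain activated by AP20187 dimerizer at 100 nM; 0% = DMSO with dimerizer and 100% = rapamycin at 8.4 µM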
p97 inhibitor: human p97 ATPase inhibition | recombinant p97 ATPase, Kinase-Glo ATP luminescence, 3 h | inhibition, % at 8 µM | hit rate 0.42% among 220,000; in the data active = inhibition above about 15%;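 also: 0% = DMSO vehicle and 100% = wells lacking enzyme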
Numbers without * were called inactive; nt = not tested or not shown; [ ] = another dose, or the depositor's remark.

Sequence of screens – FXIa inh 1536, Cl transport mod, FXIIa inh, Thrombin inh, Furin inhibitor, hK5 inh, Wee1 stabilizer, PERK inh, p97 inhibitor
> O=[N+]([O-])c1ccc2c(c1)nc1n2CCN(C2CCCCC2)C1
 : 1.1, -0.0392, 11.8, 1.1, -18.3, nt, 4.6, 0.5, 2.1
> CC(=O)[C@@]1(O)CC[C@H]2[C@@H]3C[C@H](C)C4=CC(=O)CC[C@]4(C)[C@H]3CC[C@@]21C
 : 1.9, -0.758, 7.8, nt, -18.7, -8.3, 2.4, -1.1, 1.1
> CC(NC(N)=O)C12CC3CC(CC(C3)C1)C2 (stereo not drawn)
 : 8.3, 0.842, 14.3, 2.9, -17.7[20 µM], 6.1, -3.0, -0.2, 3.4
> COc1ccc(NC(=O)CN2CC(C)OC(C)C2)cc1Cl (stereo not drawn)
 : 5.5, 0.152, 7.2, -5.1, -11.3, -0.1, 0.1, 0.6, -6.3
> COc1ccc(-c2nnn(CC(=O)N(CC(=O)NC3CCCC3)c3cccc(C)c3)n2)cc1OC
 : -10.3, nt, 4.9, -7.2, -20.8, -13.2, -1.5, -0.7, -1.0
> O=C(CSc1nc2cc(S(=O)(=O)N3CCOCC3)ccc2o1)NC1CCCc2ccccc21 (stereo not drawn)
 : 1.0, 0.716, -7.4, -11.3, -7.4[20 µM], -20.4, 0.2, -1.6, -0.5
> CN(CC(=O)NCc1ccco1)S(=O)(=O)c1ccc2c(c1)n(C)c(=O)c(=O)n2C
 : 4.0, -0.0829, 7.0, 1.3, -11.9, -24.1, -4.2, 1.0, 4.2
> CCOC(=O)C1CCCN(CC(O)COc2cccc(C)c2)C1 (stereo not drawn)
 : 7.2, 0.124, 13.4, -3.1, 3.5, -13.5, -1.7, 0.3, 1.6
> Cc1ccc(NCc2nnc(SCC(=O)NCc3ccco3)n2CC2CCCO2)c(C)c1 (stereo not drawn)
 : -9.5, 0.655, 5.2, -6.3, -30.7, 25.6, 1.4, -0.8, -0.3
> O=C1CSC(=NC(=O)c2ccccc2)N1
 : 5.7, 0.826, 18.3, 3.7, -20.6, -4.0, 1.6, 1.4, 5.8
> Cc1cccc(CSCC(=O)NCc2ccc(S(N)(=O)=O)cc2)c1
 : -9.3, 0.0426, 4.3, -6.8, -21.6, -4.0, -1.4, 0.6, -6.2
> C/C(=N/NC(=O)c1ccc(Br)o1)C(C)C
 : -9.7, -0.539, 7.0, -9.4, -22.4, -11.4, 4.2, 1.4, 0.7
> Cc1cc(C)nc(-n2nc(C)cc2NC(=O)CNCc2ccccc2)n1
 : 7.2, -0.653, 1.3, 1.5, -15.7[20 µM], 5.7, -3.5, -1.1, 3.3
> N#Cc1cc2c(nc1SCC(=O)Nc1nccs1)CCCCC2
 : 1.4, -0.547, 7.4, 0.4, -15.1[20 µM], -3.3, 3.7, -0.5, -3.8
> N#Cc1ccc(NC(=O)COC(=O)CNC(=O)C2CCCCC2)cc1
 : -12.4, -0.62, -11.7, -24.9, -5.3[20 µM], 2.6, 2.9, 0.4, -3.9

(list continues)
Sequence of screens – FXIa inh 1536, Cl transport mod, FXIIa inh, Thrombin inh, Furin inhibitor, hK5 inh, Wee1 stabilizer, PERK inh, p97 inhibitor
> Cc1ccnc(SCCn2c(N3CCC(C)CC3)nc3c2c(=O)[nH]c(=O)n3C)n1
 : 3.2, -0.488, 4.8, -1.1, -13.1, -2.4, 0.1, 0.8, -5.5
> O=C(CC1Sc2ncnn2C1=O)Nc1ccccc1 (stereo not drawn)
 : 5.7, nt, 14.9, 1.5, -21.2[20 µM], 4.6, 0.1, 1.2, 16.4*
> O=C(c1ccc(S(=O)(=O)Nc2ccc(F)cc2)cc1)N1CCN(c2ccccn2)CC1
 : -1.8, -0.126, 5.7, 3.3, -4.6, -8.4, 6.9, 1.0, 2.2
> Cc1cc(COc2ccccc2OCc2cc(C)no2)on1
 : 0.2, nt, 16.3, 2.3, 0.6[20 µM], -6.2, 0.2, 0.2, 1.3
> CCc1nnc(NC(=O)CCC(=O)N2CCN(CCOc3ccc(C)cc3)CC2)s1
 : 15.1, nt, 42.1*, 13.3, -12.9, 22.1, -0.7, -2.3, -8.2
> Cc1ccc(CCNC(=O)C2CCN(C(=O)c3sccc3-n3cccc3)CC2)cc1
 : -3.9, -0.783, 6.3, -0.5, -0.1, -1.8, -1.2, -1.1, 0.8
> O=C(CNc1ccc2c(c1)OCO2)N/N=C\c1cn(Cc2ccccc2)c2ccccc12
 : 3.9, 0.0525, 11.1, -0.4, -28.2, -10.8, 0.6, 0.2, 6.0
> CCOC(=O)c1c(NC(=O)CSc2nnc3ccccn23)sc2c1CCC2
 : 4.2, -3.48, 9.0, 3.2, -17.5, -10.8, -2.2, -0.9, -1.9
> CCCNC(=O)c1ccc(Cl)c(Cl)c1
 : -1.6, 0.503, 7.6, 0.9, -4.4[20 µM], -11.3, 2.0, 2.4, 4.0
> COC(=O)Cc1c(C)c2ccc(OC(C)C)cc2oc1=O
 : -6.6, 0.0204, 1.1, -14.3, -129.8, -5.2, -0.1, 1.1, 3.3
> CCOC(=O)C1=C(C)N(CC(C)C)C(=O)/C1=C\c1cccs1
 : -2.4, 0.448, 2.6, -3.0, -21.2, 1.9, 2.8, 2.6, 0.9
> CCOC(=O)/C(=N\Nc1ccccc1Cl)N1CCN(c2ccccc2OC)CC1
 : 4.8, -0.0733, 3.8, -6.1, -7.4, -0.4, -1.3, -0.1, 2.8
> O=C(NC(=S)N1CCOCC1)c1cc2ccccc2o1
 : 3.2, -0.000587, 9.4, -3.1, -15.0, 6.8, 0.9, 0.0, -3.6
> COc1cc(CN2CCNC(=O)C2CC(=O)NCCC2=CCCCC2)cc(OC)c1 (stereo not drawn)
 : -3.9, 0.0865, 4.1, -5.4, -24.5, -3.6, -2.8, 0.5, 6.7
> CS(=O)(=O)N1CCN(c2ccccc2NC(=O)c2ccco2)CC1
 : 0.2, -1.92, 7.4, 2.0, -13.6[20 µM], -8.4, -2.9, -0.7, 2.9

Later entries
Sequence of screens – FXIa inh 1536, Cl transport mod, FXIIa inh, Thrombin inh, Furin inhibitor, hK5 inh, Wee1 stabilizer, PERK inh, p97 inhibitor
> COc1ccc(C(=O)NCc2ccccc2OC)c(OC)c1
 : -17.8, -0.901, 11.9, -7.6, -35.5, 3.4, 2.5, -0.9, 3.6
> COc1ccc(/C=N/NC(=O)CCCCCNC(=O)c2ccccc2)cc1
 : 6.9, -0.991, 9.2, 0.3, -18.0, -2.7, 0.1, 0.9, 5.7
> O=C(Nc1ccc2c(c1)OCO2)c1cccc(S(=O)(=O)N2CCCC2)c1
 : -6.9, 0.991, -17.4, -2.0, -6.8[20 µM], 3.4, 2.6, 0.5, 2.6
> Cc1cc(C)cc(N(C(=O)Cc2cccs2)C(C(=O)NC2CCCC2)c2ccc(C)o2)c1 (stereo not drawn)
 : 3.6, nt, 13.0, 14.4, -11.5[20 µM], 37.9, -0.4, 0.4, -2.6
> O=C(O)c1ccc(OCC(O)Cn2c3ccccc3c3ccccc32)cc1 (stereo not drawn)
 : 1.2, -0.533, 7.2, -1.5, -12.7, -0.2, 0.5, 0.8, 1.8
> Cc1[nH][nH]c(=O)c1C(c1ccc(-c2cccc(Cl)c2)o1)c1c(C)[nH][nH]c1=O
 : 0.2, nt, 5.7, -2.5, -14.5, -2.6, 2.0, 1.1, 35.8*
> C=CCSc1nnc2nc3[nH]c4c(C)cccc4c3nn12
 : -12.3, 0.316, 13.9, 0.2, -20.6[20 µM], -20.2, 4.7, 0.4, 0.0
> c1ccc(CCC2CCCCN2Cc2nc(-c3ccc4c(c3)OCO4)no2)nc1 (stereo not drawn)
 : 14.0, nt, 11.5, -0.1, 1.1, nt, 0.1, -0.1, -3.5
> CCc1ccccc1N(CC(=O)NCc1ccco1)C(=O)c1snc(C(N)=O)c1N
 : -2.8, 0.15, 9.4, 0.8, -15.5, -36.9, 1.5, -1.4, 4.7
> O=C1CN(C(=O)c2cc([N+](=O)[O-])ccc2Cl)C(c2ccc(F)cc2)c2cc(F)ccc2N1 (stereo not drawn)
 : 11.8, 0.57, 9.8, 17.1, -2.3, 17.7, 3.2, 0.3, -3.1
> O=S1(=O)C=C(SCc2cccc(Cl)c2)Nc2ccccc21
 : 2.3, -3.36*, 11.8, 3.5, -13.7[20 µM], 5.4, 0.4, 0.3, -0.2
> CCCn1c(SCC(=O)Nc2cccc(Cl)c2Cl)n[nH]c1=O
 : 4.2, 0.378, 16.4, 31.0, -13.7, 6.8, -2.8, 0.3, -1.8
> CC(C)=CCN1CCN(Cc2nc(-c3ccccc3)cs2)CC1CCO (stereo not drawn)
 : -6.3, nt, -1.9, -3.2, -9.5, nt, 0.7, 0.1, -5.4
> COc1cc2[nH]c(=S)nc(NCC3CCCO3)c2cc1OC (stereo not drawn)
 : 4.8, nt, 9.9, 0.5, -16.7, -0.5, -0.7, 0.0, 0.9
> CN1C(=O)C(O)(CC(=O)c2cccs2)c2ccccc21 (stereo not drawn)
 : -0.7, -0.137, 9.7, 1.6, -23.6, -3.2, 1.6, -0.4, 0.5

Next part
Sequence of screens – FXIa inh 1536, Cl transport mod, FXIIa inh, Thrombin inh, Furin inhibitor, hK5 inh, Wee1 stabilizer, PERK inh, p97 inhibitor
> CNC(=O)C1C2C=CC3(O2)C1C(=O)N(CCOC)C3C(=O)NCc1ccc(OC)cc1 (stereo not drawn)
 : 7.9, -0.121, 19.6, 6.8, -14.9, -16.9, -2.1, 0.3, 0.1
> Cc1ccc(S(=O)(=O)N2CCC(NC(=O)c3cccc(C)c3)CC2)cc1
 : 0.2, nt, 9.2, -5.5, -19.9, 4.4, -2.1, 0.0, -0.1
> O=C(NCC(c1ccco1)N1CCOCC1)c1ccc([N+](=O)[O-])cc1 (stereo not drawn)
 : -5.5, -0.39, -7.6, -1.2, -28.6, -24.0, -0.7, 2.7, -0.1
> CCOCCCNC(=O)N1CCOCC1
 : -4.3, 1.95, 17.9, 4.3, -17.3[20 µM], -7.0, -0.9, 0.9, 6.6
> O=C(CCc1ccccc1)c1c(O)cc(O)cc1O
 : 1.7, -1.43*, 11.1, 4.7, -20.6, 0.6, nt, nt, nt
> Cc1cc(OCC(=O)N2CCOCC2)cc2oc(=O)c3ccccc3c12
 : -11.7, -0.0471, -0.2, -3.6, -18.6[20 µM], -49.0, -0.8, -1.3, -6.9
> Cn1nc(C(C)(C)C)c([N+](=O)[O-])c1C(=O)Nc1ccc(Br)cc1
 : -0.3, -2.09, 4.7, -3.9, -21.7, 1.8, 2.2, -1.0, 4.3

An excerpt from above in order of number of heavy atoms, smallest number first:
Sequence of screens – FXIa inh 1536, Cl transport mod, FXIIa inh, Thrombin inh, Furin inhibitor, hK5 inh, Wee1 stabilizer, PERK inh, p97 inhibitor
> O=C(NCC(c1ccco1)N1CCOCC1)c1ccc([N+](=O)[O-])cc1 (stereo not drawn)
 : -5.5, -0.39, -7.6, -1.2, -28.6, -24.0, -0.7, 2.7, -0.1
> Cc1cc(OCC(=O)N2CCOCC2)cc2oc(=O)c3ccccc3c12
 : -11.7, -0.0471, -0.2, -3.6, -18.6[20 µM], -49.0, -0.8, -1.3, -6.9
> CNC(=O)C1C2C=CC3(O2)C1C(=O)N(CCOC)C3C(=O)NCc1ccc(OC)cc1 (stereo not drawn)
 : 7.9, -0.121, 19.6, 6.8, -14.9, -16.9, -2.1, 0.3, 0.1
